# Bioassay records from PubChem BioAssay.
# tim10-1 inh = growth inhibitors of tim10-1 mutant yeast, primary screen, luminescence, uHTS | S. cerevisiae tim10-1 ts strain growth, BacTiter-Glo, 24 h | inhibition, % at 20 µM | 2.2% of 330,000 active | AID 463190, 2010;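 active = inhibition of at least 40%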;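 note: mutant grown at 25 °C; 0% = DMSO wells with yeast and 100% = wells holding no yeast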
# UPR CHOP act = activators of apoptotic CHOP UPR arm, primary screen, cell-based, CHO-CHOP luciferase reporter, luminescence, uHTS; UPR activation; percent of tunicamycin response over DMSO baseline; activation, % at 10 µM; 0.34% of 330,000 active;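 active = at 10 µM dose, activation of 40% or more, normalized to positive control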;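 note: 100% = tunicamycin at 10 µg/mL and 0% = DMSO alone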
#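 Assay system: CHO-CHOP cells, stable luciferase reporter of PERK-eIF2a-CHOP signalling / Buffer or medium: F12 plus 10% serum / Compound dosing: one dose, 10 µM in 0.5% DMSO / Times: 6 h compound treatment, 37 °C / Technique: luciferase luminescence / Read-out: % reporter activation, DMSO baseline versus tunicamycin full activation / Benchmarks: tunicamycin and DMSO controls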
# tim23-1 inh = growth inhibitors of tim23-1 mutant yeast, primary screen, luminescence, uHTS; S. cerevisiae tim23-1 growth, BacTiter-Glo luminescence, 24 h; inhibition, % at 20 µM; 1.3% of 330,000 active; AID 463212, 2010;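 active = growth inhibition of the mutant yeast at or above 50%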;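 note: temperature-sensitive mutant grown at 25 °C; plate controls were DMSO-treated mutant yeast for no effect and medium wells lacking yeast for full effect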
# APJ antag = antagonists of human apelin receptor APJ, primary screen, CHO-K1 cells, beta-arrestin complementation, luminescence; inhibition, % at 20 µM; 0.32% of 330,000 active; P35414;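 active = inhibition above about 40% at 20 µM, limit read from the data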;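 note: cells challenged with 10 nM apelin-13 agonist together with compound; plate controls were apelin-13 plus DMSO wells for no effect and DMSO wells lacking apelin-13 for full effect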
# UPR XBP1 act = activators of adaptive XBP1 UPR arm, primary screen, cell-based, CHO-XBP1 luciferase reporter, luminescence, uHTS; activation, % at 20 µM; 0.33% of 330,000 active; IRE1-XBP1 UPR activation; percent of tunicamycin response, DMSO as zero;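 active = versus positive control, 20 µM dose yields 30% or more activation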;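 note: 100% = tunicamycin at 10 µg/mL and 0% = DMSO only wells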
#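 Material: CHO cell line with stable XBP1 luciferase reporter; schedule: 16-18 h cell attachment at 37 °C, then 6 h compound exposure; signal: glow luminescence from Steady-Glo reagent; medium: serum-containing F12 medium, 10% FBS; benchmarks: tunicamycin 10 µg/mL and vehicle-only wells; read-out: percent activation relative to tunicamycin reference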
# Mdm2 MdmX PPI = inhibitors of human Mdm2-MdmX association, primary screen, cell-based, luminescence, split luciferase, SaOS-2, uHTS | SaOS-2 split-luciferase Mdm2/MdmX complementation | Protein Mdm4 (Homo sapiens) + E3 ubiquitin-protein ligase Mdm2 (Homo sapiens), … | inhibition, % at 8 µM | 3% of 330,000 active | AID 485346, 2010;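 active = inhibition of at least 50% at 8 µM in the primary screen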
# Target sequence (O15151 whole entry, looked up): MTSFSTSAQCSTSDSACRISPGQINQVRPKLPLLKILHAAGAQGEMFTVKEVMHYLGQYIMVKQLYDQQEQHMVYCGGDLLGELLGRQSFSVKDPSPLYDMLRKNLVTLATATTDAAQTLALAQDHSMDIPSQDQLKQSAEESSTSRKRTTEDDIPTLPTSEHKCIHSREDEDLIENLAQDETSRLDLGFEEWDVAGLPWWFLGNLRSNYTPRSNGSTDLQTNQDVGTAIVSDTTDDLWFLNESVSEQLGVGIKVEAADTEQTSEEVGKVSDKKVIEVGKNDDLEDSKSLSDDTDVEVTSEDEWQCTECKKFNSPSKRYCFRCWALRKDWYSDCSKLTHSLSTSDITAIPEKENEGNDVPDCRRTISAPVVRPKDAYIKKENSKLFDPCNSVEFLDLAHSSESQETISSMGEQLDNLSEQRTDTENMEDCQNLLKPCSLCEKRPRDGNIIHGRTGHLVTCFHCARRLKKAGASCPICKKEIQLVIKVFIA
# Target sequence (Q00987 whole entry, looked up): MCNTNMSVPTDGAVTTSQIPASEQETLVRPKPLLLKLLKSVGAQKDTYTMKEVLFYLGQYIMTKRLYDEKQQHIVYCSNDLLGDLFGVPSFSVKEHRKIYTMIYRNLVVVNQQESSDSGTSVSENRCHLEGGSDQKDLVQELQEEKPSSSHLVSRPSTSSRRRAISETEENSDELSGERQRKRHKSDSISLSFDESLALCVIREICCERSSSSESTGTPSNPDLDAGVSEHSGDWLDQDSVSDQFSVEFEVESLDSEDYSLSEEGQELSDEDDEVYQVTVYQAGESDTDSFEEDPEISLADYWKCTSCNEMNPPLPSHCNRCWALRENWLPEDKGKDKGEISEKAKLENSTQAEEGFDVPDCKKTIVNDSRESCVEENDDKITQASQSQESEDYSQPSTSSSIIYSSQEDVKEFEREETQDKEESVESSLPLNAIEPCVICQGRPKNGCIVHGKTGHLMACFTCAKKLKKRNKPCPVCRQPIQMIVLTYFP
# APJ ag = agonists of human apelin receptor APJ, primary screen, CHO-K1 cells, PathHunter beta-arrestin, luminescence; 0% DMSO wells, 100% apelin; activation, % at 20 µM; 0.11% of 330,000 active;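 active = activation more than six SD over the plate average, tested at 20 µM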;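 note: 0% = DMSO alone and 100% = apelin-13 at 10 nM; some results filed as inactive read as strong as hits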
#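 assay system = CHO-K1 APJ beta-arrestin complementation cell line | input = cell density 1000 per well | dosing = compound 20 µM once, DMSO 1% | timing = compound 90 min 25 °C, reagent 1 h | measured by = luminescence from split beta-galactosidase complementation, Galacton Star/Emerald II substrate | read-out basis = APJ agonist activity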
# TIM10 inh = growth inhibitors of isogenic TIM10 control yeast, primary screen, counter-screen for tim10-1 yeast inhibitor project, luminescence, uHTS; S. cerevisiae TIM10 strain growth, BacTiter-Glo luminescence, 24 h; 1.4% of 330,000 active; inhibition, % at 10 µM; AID 463195, 2010;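 active = inhibition of 40% or more at the single tested concentration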;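 note: wild-type TIM10 isogenic control strain grown at permissive 25 °C; 0% = DMSO yeast wells and 100% = minimal medium wells without yeast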
# CXCR6 block = CXCR6 receptor inhibitors, primary screen, cell-based, beta-arrestin, luminescence, CHO-K1 PathHunter, 1536-well | inhibition, % at 20 µM | AID 602244, 2012 | C-X-C chemokine receptor type 6 (Homo sapiens), O00574 | 0.36% of 360,000 active; in the data active = inhibition above about 34%, passing the limit was not always enough;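 note: antagonist mode with CXCL16 agonist at 10 nM final; 0% = 10 nM CXCL16 with DMSO and 100% = unstimulated wells without agonist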
# * marks the source's active call; other numbers are inactive results.
# Second line of a record: CXCR6 block, tim10-1 inh, UPR CHOP act, tim23-1 inh, APJ ag, UPR XBP1 act, Mdm2 MdmX PPI, TIM10 inh, APJ antag
Cc1ccc(-c2nnc(SCC(=O)Nc3ccc(N4CCOCC4)cc3)o2)cc1
  -2, -5, -5.2, -22, -4, -3, 15, -20, -4
COCCC(=O)N1CCCC(C(=O)c2ccc(Oc3ccccc3)cc2)C1 (configuration not stated)
  -6, 0, -0.8, 7, -1, -1, -13, 15, 7
CCCOc1cc(C)c(S(=O)(=O)NCc2cccs2)cc1C
  -10, 5, 0.7, 36, -1, -2, -6, 18, -3
COc1ccc(CCn2c(=O)[nH]c3cc(C(=O)NCCN4CCOCC4)ccc3c2=O)cc1OC
  2, 13, -0.9, -2, -5, -1, 12, 4, 15
CC(=O)c1c(C)[nH]c(C(=O)NC(C)c2ccccc2)c1C (configuration not stated)
  4, 16, 0.6, 10, -1, -3, 13, -1, 11
COc1ccccc1NC(=O)C(C)OC(=O)C1CCN(S(=O)(=O)c2ccc(C)c(C)c2)CC1 (configuration not stated)
  -8, 12, 0.9, 12, -3, 0, 19, 8, -4
Cc1oc(-c2ccccc2Cl)nc1CS(=O)(=O)CC(=O)NC1CCCC1
  6, 3, 0.1, 0, -8, -1, -2, 8, 15
COc1ccc(N/C=C(/C(C)=O)c2ccccc2)cc1
  5, 19, 0.2, 16, -6, 1, 21, 16, 10
COc1cc(NC(=O)c2ccc(N3CC4CC(C3)c3cccc(=O)n3C4)c(NC(=O)c3ccncc3)c2)cc(OC)c1OC (configuration not stated)
  -4, 11, 0.7, 1, -4, -2, 39, 0, -7
Cc1cc(C)n2nc(SCC(=O)Nc3ccc(F)c(F)c3F)nc2n1
  2, 0, -0.5, 12, -1, -1, -16, -7, 4
O=S(=O)(Cc1ccccc1)N1CCn2c(nc3ccccc32)C1
  -5, -2, 1.7, 3, 5, 2, -18, -2, 15
Clc1ccc2c(c1)C(C1=NCCN1)c1ccccc1CS2 (configuration not stated)
  12, -15, 1.0, 2, -1, 1, 51*, 6, 13
Cc1ccc(C(=O)OCC(=O)Nc2ccc3c(c2)OCO3)o1
  4, -12, 0.8, 7, 3, 0, -17, 15, 4
COc1ccc(-n2nnnc2SCC(=O)Nc2ccc3c(c2)OCCO3)c(OC)c1
  -7, 13, -0.2, 10, 0, 0, 20, 9, -16
COC(=O)[C@@H]1C[C@@]2(O)[C@@H](O)[C@@H](O)[C@@H](O)C[C@H]2N1C/C=C/c1ccccc1
  4, -9, 2.8, 3, -2, -2, 7, 10, 19
Cc1ccc(S(=O)(=O)N(C)C)cc1NC(=O)COC(=O)Cc1ccc(Br)cc1
  -3, 0, 0.3, 1, -3, 0, -13, 15, -5
CCSc1ccccc1C(=O)N1CCN(Cc2ccc3c(c2)OCO3)CC1
  1, 27, 0.9, 32, -5, -1, 12, 3, -28
COc1ccc(/C(O)=C(\C#N)c2nc3ccccc3n2C)cc1OC
  -2, 19, 0.2, 27, -4, 8, 8, 12, 26
Cn1cc(C(=O)c2cccc(Cl)c2Cl)cc1C(=O)O
  1, -4, -1.9, 19, -2, -2, 5, 0, 2
NC(=O)CC(NC(=O)Cc1ccc(Br)cc1)c1ccc(N2CCN(c3ccc(F)cc3)CC2)c([N+](=O)[O-])c1 (configuration not stated)
  14, -14, -1.9, 4, -3, -5, 45, -11, 9
O=C(N/N=C/c1ccc([N+](=O)[O-])cc1)c1cccs1
  -21, -11, 7.7, -8, 7, 5, -81, -13, -29
CC(C)(C)OC(=O)N1CCC(c2c(C(=O)NCC3CCN(C4CCCC4)C3)cnn2-c2cccc(Cl)c2)CC1 (configuration not stated)
  17, 7, 1.7, 5, 7, -4, 26, 11, 6
CC(OC(=O)c1cc(S(=O)(=O)N2CCOCC2)ccc1Br)C(=O)N1CCOCC1 (configuration not stated)
  -2, 3, 0.7, 14, -1, -2, 1, 3, 9
COC(=O)[C@]1(C)N[C@H](c2ccc(-c3ccc(OC)cc3)cc2)[C@@H]2C(=O)N(C)C(=O)[C@@H]21
  -6, 8, -0.5, 7, -4, 1, 1, 6, 10
O=C(CC(C(=O)O)c1ccc(Cl)cc1Cl)c1ccc(Cl)cc1 (configuration not stated)
  -2, 7, -1.7, 8, 0, 2, 16, 0, 17

# Already shown: entries from further up.
# Second line of a record: CXCR6 block, tim10-1 inh, UPR CHOP act, tim23-1 inh, APJ ag, UPR XBP1 act, Mdm2 MdmX PPI, TIM10 inh, APJ antag
Clc1ccc2c(c1)C(C1=NCCN1)c1ccccc1CS2 (configuration not stated)
  12, -15, 1.0, 2, -1, 1, 51*, 6, 13
Cc1ccc(C(=O)OCC(=O)Nc2ccc3c(c2)OCO3)o1
  4, -12, 0.8, 7, 3, 0, -17, 15, 4
COc1ccc(-n2nnnc2SCC(=O)Nc2ccc3c(c2)OCCO3)c(OC)c1
  -7, 13, -0.2, 10, 0, 0, 20, 9, -16
COC(=O)[C@@H]1C[C@@]2(O)[C@@H](O)[C@@H](O)[C@@H](O)C[C@H]2N1C/C=C/c1ccccc1
  4, -9, 2.8, 3, -2, -2, 7, 10, 19
Cc1ccc(S(=O)(=O)N(C)C)cc1NC(=O)COC(=O)Cc1ccc(Br)cc1
  -3, 0, 0.3, 1, -3, 0, -13, 15, -5
CCSc1ccccc1C(=O)N1CCN(Cc2ccc3c(c2)OCO3)CC1
  1, 27, 0.9, 32, -5, -1, 12, 3, -28
COc1ccc(/C(O)=C(\C#N)c2nc3ccccc3n2C)cc1OC
  -2, 19, 0.2, 27, -4, 8, 8, 12, 26
Cn1cc(C(=O)c2cccc(Cl)c2Cl)cc1C(=O)O
  1, -4, -1.9, 19, -2, -2, 5, 0, 2
NC(=O)CC(NC(=O)Cc1ccc(Br)cc1)c1ccc(N2CCN(c3ccc(F)cc3)CC2)c([N+](=O)[O-])c1 (configuration not stated)
  14, -14, -1.9, 4, -3, -5, 45, -11, 9
O=C(N/N=C/c1ccc([N+](=O)[O-])cc1)c1cccs1
  -21, -11, 7.7, -8, 7, 5, -81, -13, -29
CC(C)(C)OC(=O)N1CCC(c2c(C(=O)NCC3CCN(C4CCCC4)C3)cnn2-c2cccc(Cl)c2)CC1 (configuration not stated)
  17, 7, 1.7, 5, 7, -4, 26, 11, 6

# Quoted from the results shown (2 entries):
# Second line of a record: CXCR6 block, tim10-1 inh, UPR CHOP act, tim23-1 inh, APJ ag, UPR XBP1 act, Mdm2 MdmX PPI, TIM10 inh, APJ antag
O=C(N/N=C/c1ccc([N+](=O)[O-])cc1)c1cccs1
  -21, -11, 7.7, -8, 7, 5, -81, -13, -29
CC(C)(C)OC(=O)N1CCC(c2c(C(=O)NCC3CCN(C4CCCC4)C3)cnn2-c2cccc(Cl)c2)CC1 (configuration not stated)
  17, 7, 1.7, 5, 7, -4, 26, 11, 6

# These rows are one share of the data (hit frequency here may not be typical).
